Source: PubChem BioAssay
ALOX15 inhib = blocks human 15-lipoxygenase activity | P16050 | hit rate 1.4% among 74,000 | Potency, µM (doses to about 57.1 µM), without a hit: at the top dose activity change, negative = inhibition, actives largely listed as inhibitors | purified 15hLO-1, xylenol orange hydroperoxide absorbance; further: potency means the concentration at half of the fitted maximal effect; on the % scale 0 is the no-effect control and ±100 the full control effect; nearly all actives have a fitted effect of over 55% in size
Target sequence (P16050 whole entry, looked up): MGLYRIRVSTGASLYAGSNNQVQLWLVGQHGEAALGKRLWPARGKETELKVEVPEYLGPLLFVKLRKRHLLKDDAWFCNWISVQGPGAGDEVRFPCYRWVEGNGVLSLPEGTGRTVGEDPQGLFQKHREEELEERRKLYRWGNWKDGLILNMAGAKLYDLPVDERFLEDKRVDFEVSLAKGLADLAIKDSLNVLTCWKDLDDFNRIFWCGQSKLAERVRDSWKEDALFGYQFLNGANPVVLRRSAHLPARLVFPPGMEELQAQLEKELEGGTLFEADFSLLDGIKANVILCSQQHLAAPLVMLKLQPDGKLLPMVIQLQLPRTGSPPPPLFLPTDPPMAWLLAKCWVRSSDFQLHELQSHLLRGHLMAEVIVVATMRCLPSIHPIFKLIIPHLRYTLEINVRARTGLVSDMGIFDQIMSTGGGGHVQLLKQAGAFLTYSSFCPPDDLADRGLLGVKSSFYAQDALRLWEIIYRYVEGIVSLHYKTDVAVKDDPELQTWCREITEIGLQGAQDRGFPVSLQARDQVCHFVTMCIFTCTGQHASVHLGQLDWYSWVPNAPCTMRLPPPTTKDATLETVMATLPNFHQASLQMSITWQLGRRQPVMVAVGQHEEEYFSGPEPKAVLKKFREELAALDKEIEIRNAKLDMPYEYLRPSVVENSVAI
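Compounds were preincubated 15 min at room temperature with 40 nM purified human enzyme (25 mM Hepes pH 7.5, 0.01% Triton X-100); 50 uM arachidonic acid reacted 6 min. Fe-xylenol orange detection, 30 min, absorbance ratio 573/405 nm.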
Pol III holo inh = blocks replication by bacterial DNA polymerase III holoenzyme | reconstituted DNA polymerase III holoenzyme replication, biochemical | hit rate 0.25% among 71,000 | Potency, µM (highest dose often 57.1 µM), inactives show at the highest dose activity change, negative = inhibition | AID 603; further: potency means the concentration at half of the fitted maximal effect; on the % scale 0 is the no-effect control and ±100 the full control effect
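Reconstituted *E. coli* holoenzyme (0.35 nM Pol III, 1 nM beta, 154 nM SSB, 2 nM primase) was preincubated with compound for 15 min at RT. Synthesis on 1.4 nM ssM13Gori ran 35 min, then was stopped with PicoGreen/EDTA and read as dsDNA fluorescence.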
TexasRed autofl = compounds fluorescent in Texas Red spectral region. Compound fluorescence, Texas Red channel, 547/618 nm; stronger effect = higher value. max dye-equivalent concentration, M. hit rate 0.06% among 59,000. AID 587; in the data active means max dye-equivalent concentration above about 10 nM; inconclusive means between about 1.1 nM and that limit
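Compound fluorescence was read after 15 min at room temperature in 100 mM Tris, pH 8.0, using 547 nm excitation and 618 nm emission across a concentration series. It was expressed as Texas Red dye-equivalent concentration from an on-plate standard curve.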
Rhodamine autofl = compound fluoresces in the rhodamine spectral region; Rhodamine-region fluorescence, 547/598 nm, Tris buffer; stronger effect = higher value; max dye-equivalent concentration, M; hit rate 0.05% among 59,000; in the data active means max dye-equivalent concentration above about 11 nM; inconclusive means between about 1.1 nM and that limit
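Intrinsic compound fluorescence, ex 547 / em 598 nm, CCD imager. Tris 100 mM pH 8.0; 15 min RT. Output = rhodamine dye-equivalent concentration at each compound concentration.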
Epigenetic mod = derepresses silenced GFP locus in mouse C127i cells; mouse C127i GFP locus derepression, cytometry, 30 h; Potency, µM (doses to about 46.1 µM), inactives show at the top dose GFP derepression (activation); hit rate 0.09% among 68,000; AID 597; further: % of control where 0% means no effect
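Murine C127i mammary cells carrying a silenced, stably integrated CMV-driven GFP reporter were treated with compound for 30 hours at 37 C. After PBS washes, GFP-positive cells were counted by laser-scanning microplate cytometry.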
Hsp90 Hop PPI = changes Hsp90-Hop TPR2A binding signal, up or down; AlphaScreen TPR2A-His6 binding biotin-Hsp90 C-terminal peptide; Potency, µM (highest dose often 57 µM), without a hit: at the top dose activity change, negative = inhibition; hit rate 0.44% among 71,000; AID 595; active means well fitted curve in either direction with a large enough effect; inconclusive means small, poorly fitted or top-dose-only effect, or another doubt; further: potency means the concentration at half of the fitted maximal effect; on the % scale 0 is the no-effect control and ±100 the full control effect; many of its hits are not listed in these tables
HBB splice mod = modulators of hemoglobin beta chain splicing; HBB splicing reporter cell assay, activation; EGFP reporter with mutant IVS2-654 intron; response scale: normalised to 500 nM splice-correcting PNA; Potency, µM (doses to about 46.1 µM), without a hit: top-dose activation, hits mostly activators; hit rate 0.06% among 65,000; further: potency means the concentration at half of the fitted maximal effect; 0% is about no effect
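HeLa cells stably expressing EGFP interrupted by mutant beta-globin intron 2 (IVS2-654), 500/well in 2% FCS. Treated with compound for 2 days at 37C. Splicing correction scored as total well GFP intensity (488 nm excitation, 500-520 nm emission); 500 nM antisense PNA served as control.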
HADH2 inh = inhibitors of human HADH2 dehydrogenase; AID 886; hit rate 3.4% among 73,000; Potency, µM (titrated, usually from 57.1 µM), without a hit: top-dose activity change, negative = inhibition, most hits filed as inhibitors; recombinant HADH2, NADH fluorescence, beta-hydroxybutyryl-CoA; further: potency means the concentration at half of the fitted maximal effect; on the % scale 0 is the no-effect control and ±100 the full control effect; nearly all actives have a fitted effect of over 60% in size; many of its hits are not listed in these tables
Target sequence (Q99714 whole entry, looked up, one chain of several): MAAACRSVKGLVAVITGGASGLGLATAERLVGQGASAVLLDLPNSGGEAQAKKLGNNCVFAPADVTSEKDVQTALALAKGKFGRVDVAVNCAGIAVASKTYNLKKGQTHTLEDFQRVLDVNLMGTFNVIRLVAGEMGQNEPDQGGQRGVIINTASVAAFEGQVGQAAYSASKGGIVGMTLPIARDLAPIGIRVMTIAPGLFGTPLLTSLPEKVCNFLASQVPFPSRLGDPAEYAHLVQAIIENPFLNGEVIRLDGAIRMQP
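Activity measured as NADH fluorescence gain (360/450 nm), taken as the change between first and last reads of a 4-min kinetic run. Conditions: pH 9.0 Tris buffer, 20 nM E. coli-expressed His-tagged enzyme, 1 mM NAD+, 90 uM beta-hydroxybutyryl-CoA; 15-min compound preincubation.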
UbGFP stabilizer = inhibits proteasome, raising ubiquitin-GFP reporter fluorescence; Ubiquitin-GFP reporter cells, proteasome inhibition, GFP fluorescence; response scale: untreated = 0%, 10 µM MG-132 = 100%; 67,000 tested, under 10 active; Potency, µM (series often up to 45.9 µM), without a hit: at the highest dose activation (GFP accumulation), most hits filed as activators; active means well fitted activation curve with a large enough effect, not every such curve was filed as active; inconclusive means small, poorly fitted or top-dose-only effect, or another doubt; inactive means no such curve, though single readings can be large or run the other way; further: potency means the concentration at half of the fitted maximal effect
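U2OS cells expressing ubiquitin(G76V)-GFP, seeded overnight in 0.5% FBS medium, then treated 4 hr at 37 C across 46 uM to 2.9 nM. GFP-positive cells counted by laser cytometry (488 ex/515 em); %activity scaled between basal and 10 uM MG-132.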
4MU fluor = compounds fluorescent in 4-MU spectral region | compound autofluorescence, 340/450 nm, 4-MU equivalents; stronger effect = higher value | max dye-equivalent concentration, M | hit rate 11% among 59,000 | AID 589; in the data active means max dye-equivalent concentration above about 10 nM; inconclusive means mostly about 1.1 nM to 9.6 nM
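Compounds in 100 mM Tris, pH 8.0, incubated 15 min at room temperature, then fluorescence read at 340 nm excitation/450 nm emission. Signal converted to 4-MU dye-equivalent concentration using an on-plate six-point 4-MU standard curve.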
Fluorescein fluor = compound fluoresces in the fluorescein spectral region; Compound autofluorescence, 480/540 nm, fluorescein-equivalent; stronger effect = higher value; AID 593; hit rate 0.91% among 59,000; max fluorescein-equivalent concentration, M; in the data active means max fluorescein-equivalent concentration above about 10 nM; inconclusive means between about 1.1 nM and that limit
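In this qHTS profile, compound fluorescence was measured with a 480 nm/540 nm filter pair following a 15-min room-temperature incubation in 100 mM Tris (pH 8.0). A six-point fluorescein series on each plate served for normalization.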
An asterisk follows results filed as active; i = inactive; ? = inconclusive; . = no result given; ! = repeats disagree; [ ] = another dose, or the depositor's remark. Unless noted, the call rests on the fitted dose curve; in most records, active means well fitted curve in the direction sought with a large enough effect; inconclusive means small, poorly fitted or top-dose-only effect, or another doubt; inactive means no such curve, though single readings can be large; an effect the other way counts as inactive or inconclusive.

SMILES	ALOX15 inhib	Pol III holo inh	TexasRed autofl	Rhodamine autofl	Epigenetic mod	Hsp90 Hop PPI	HBB splice mod	HADH2 inh	UbGFP stabilizer	4MU fluor	Fluorescein fluor
CC(C)N1C(=O)C2C(C(=O)NC3CCCCC3)C3C=CC2(O3)C1C(=O)NC1CCCCC1 (stereo unspecified)	4%	-7%	i	i	-1%	-5%	0.0%[57.5 µM]	-6%	-6%	1.5e-08M*	i
CCn1c(=O)c2cc(S(=O)(=O)NC3CCCCC3)ccc2n(CC)c1=O	-5%	0%	i	i	-1%	-1%	1.4%	4%	2%	i	i
Cc1ccc(C2CC(C(F)(F)F)n3nc(C(=O)NCCN4CCOCC4)cc3N2)cc1 (stereo unspecified)	3%	3%	i	i	1%	-4%	2.1%	12%	1%	i	i
CCC1Oc2ccccc2N(CC(=O)NCCCN2CCCCC2C)C1=O (stereo unspecified)	-8%	1%	i	i	0%	-2%	-1.6%[57.5 µM]	-8%	3%	i	?
CCOCCCn1c(=S)[nH]c2cc(C(=O)N3CCOCC3)ccc2c1=O	9%	0%	i	i	0%	-4%	3.6%	-17%	-3%	i	?
O=C(CN1CCN(CC(=O)Nc2ccc3c(c2)OCO3)CC1)Nc1ccc(F)cc1	0%	7%	i	i	2%	1%	-1.1%	6%	0%	?	i
C[N+](C)(C)CC[N+]1(C)Cc2c(Cl)c(Cl)c(Cl)c(Cl)c2C1	?	-3%	.	.	-1%	0%	.	-3%	-5%	.	.
CCc1cc2ccccc2nc1SCC(=O)N1CCN(C(=O)c2ccco2)CC1	4%	-8%	i	i	0%	-1%	0.0%[57.5 µM]	0%	-1%	i	i
Cc1cc(=O)n2ncnc2n1COCCO	9%	2%	.	.	0%	0%	1.0%	-1%	22%	.	.
C=CCN(c1ccc(C(N)=O)cc1)S(C)(=O)=O	-9%	-1%	i	i	6%	0%	-0.5%	1%	7%	i	i
COc1ccc(CCC(=O)Nc2ccc(-c3noc(-c4ccc(OC)c(OC)c4)n3)cc2)cc1	-13%	-4%	i	i	0%	-1%	-0.9%	6%	0%	1e-08M*	i
Cc1csc(NC(=O)Cc2nn(C)c(=O)c3ccccc23)n1	3%	1%	i	i	4%	-2%	-1.2%	3%	0%	i	i
O=C(c1ccco1)N1CCN(c2ccc(Cl)c(Cl)c2)CC1	?	-2%	i	i	0%	-5%	-2.2%	-13%	-3%	2.3e-08M*	?
CC(C)(C)C(=O)c1sc(Nc2ccccc2)nc1N	-14%	-2%	i	i	0%	-15%	-0.5%	-4%	0%	i	i
CCN(CC)S(=O)(=O)c1ccc(C(=O)OCCN2C(=O)CCC2=O)cc1	2%	3%	.	.	.	-2%[2.3 µM]	-0.6%	2%	7%	.	.
Cn1cccc1C(C(=O)NC1CCCCC1)N(C(=O)Cc1cccs1)c1ccc2c(c1)OCCO2 (stereo unspecified)	-1%	-3%	i	i	0%	-3%	.	29%	-9%	i	i
CCOC(=O)c1cc(S(=O)(=O)NC2CCN(C(=O)OCC)CC2)cn1C	-17%	-2%	i	i	-4%	-3%	-0.2%	-14%	-14%	i	i
Cc1nc2cnc(OCc3ccccc3)nc2n(C)c1=O	12%	-3%	i	i	0%[9.22 µM]	-2%	-3.7%	-7%	-6%	i	i
COc1ccc(Cl)cc1C(=O)NCCc1ccc(S(=O)(=O)NC(=O)NC2CCCCC2)cc1	-6%	-2%	?	i	-2%[20.6 µM]	0%	0.1%[20.6 µM]	9%	-4%	i	?
Cn1c(SCc2ccon2)nc2ccccc2c1=O	10%	2%	?	i	0%	1%	1.8%	1%	0%	i	?
Cc1ccc(CCNC(=O)C2CCCN(S(=O)(=O)c3c(C)noc3C)C2)cc1 (stereo unspecified)	4%	-1%	i	i	2%	1%	-0.2%	6%	2%	?	i
COCC(C)n1c(C)cc(C(=O)COC(=O)c2ccc(N3CCCC3=O)cc2)c1C (stereo unspecified)	7%	-7%	?	i	15%	-15%	-1.0%	-6%	-14%	i	i
CC(=O)NCCc1ccc(S(=O)(=O)Nc2cccnc2)cc1	8%	0%	?	i	-3%	-4%	1.4%	11%	-6%	i	?
CCn1c(SCc2nc3ccccc3s2)nc2cc(S(=O)(=O)N3CCOCC3)ccc21	1%	3%	?	i	-1%	-5%	-0.4%[57.5 µM]	-15%	-3%	i	?
COc1ccc(NC(=O)Nc2cc(C)ccn2)cc1	1%	-5%	.	.	-2%	-8%	-0.7%	-4%	14%	.	.

(further entries)
SMILES	ALOX15 inhib	Pol III holo inh	TexasRed autofl	Rhodamine autofl	Epigenetic mod	Hsp90 Hop PPI	HBB splice mod	HADH2 inh	UbGFP stabilizer	4MU fluor	Fluorescein fluor
CC(=O)N1CCC[C@@]2(CCN(Cc3cc(C(F)(F)F)cc(C(F)(F)F)c3)C2)C1	-8%	-2%	i	i	-2%[9.22 µM]	-2%	4.2%	9%	0%	i	i
CCn1c(COc2ccccc2C)nnc1SCC(=O)OC	-6%	2%	i	i	0%	-2%	.	12%	-5%	i	i
Cn1nc(C(C)(C)C)cc1C(=O)Nc1nc2c(s1)C(=O)CC(C)(C)C2	8%	1%	?	i	3%	-2%	0.0%[57.5 µM]	-16%	0%	?	i
O=S(=O)(c1ccc(N2CCN(c3ccc(F)cc3)CC2)cc1)N1CCCC1	7%	3%	i	i	-3%	-5%	0.2%[57.5 µM]	-2%	-2%	i	i
O=C(O)CCc1cc(I)c(Oc2ccc(O)c(I)c2)c(I)c1	.	.	i	i	15%[20.6 µM]	.	.	.	.	?	?
CCCNC(=O)NS(=O)(=O)c1ccc(Cl)cc1	5%	-2%	?	i	0%[20.6 µM]	-20%	1.3%	4%	8%[20.5 µM]	i	?
NCCSc1nc(-c2ccccc2)c(-c2ccccc2)o1	-2%[11.4 µM]	-5%[11.4 µM]	i	i	9%[9.22 µM]	-1%[11 µM]	4.4%[9.22 µM]	5%[11.4 µM]	6%[9.17 µM]	i	i
COC(=O)c1c(NC(=O)CSc2n[nH]c(N)n2)sc(C)c1C	5%	-3%	i	i	2%	2%	0.0%[57.5 µM]	6%	2%	i	i
CSCCC(N=CC1=C(O)CC(C)(C)CC1=O)C(=O)O (stereo unspecified)	6%	-8%	.	.	0%	-5%	2.8%	-4%	?	.	.
CC1=CCC(Cc2nc3ccccc3o2)C1(C)C (stereo unspecified)	-7%	-14%	i	i	0%	-11%	-2.1%	3%	-1%	i	i
O=c1cc(-c2ccc(O)cc2)oc2cc(O)cc(O)c12	5µM*!	-9%	?	i	0%	0%	-0.7%	0.4µM*!	-4%	i	i
Cc1nc2ccccc2c2oc(C(=O)N3CCc4ccccc4C3)cc12	20µM*	-12%	.	.	-2%	-5%	-1.3%	-18%	0%	.	.
CSc1nnc2c(n1)OC(c1cn(C)c3ccccc13)N(C(C)=O)c1ccccc1-2 (stereo unspecified)	3%[11.4 µM]	6%[11.4 µM]	.	.	0%	-4%[11 µM]	-2.2%[0.0738 µM]	6%[11.4 µM]	0%[9.17 µM]	.	.
c1c2c(cc3sc(N4CCOCC4)nc13)OCCO2	-11%	-3%	i	i	4%	-2%	2.9%[57.5 µM]	-8%	-1%	i	?
O=C(CN1CCN(c2ccc(F)cc2)CC1)N1CCC(Cc2ccccc2)CC1	-5%	-4%	i	i	-1%	-3%	.	-1%	-1%	i	i
CCC(=O)Nc1ccc(NC(=O)c2ccco2)c(OC)c1	2%	1%	?	i	4%	0%	-0.3%	5%	4%	i	i
COCC(=O)/C=C1\Sc2ccccc2N1C	-8%	-6%	i	i	2%	1%	0.3%	?	0%	?	i
Cc1cccc(-n2c(N)cc(=O)nc2SC(C)C(=O)NC2CCCCC2)c1 (stereo unspecified)	-4%	-4%	i	i	3%	-1%	.	3%	1%	i	i
Cc1ccc2sc(NC(=O)CN3C(=O)CCC3=O)nc2c1C	-17%	8%	.	.	.	-3%	-1.1%	7%	5%	.	.

As a short view, some entries already given:
SMILES	ALOX15 inhib	Pol III holo inh	TexasRed autofl	Rhodamine autofl	Epigenetic mod	Hsp90 Hop PPI	HBB splice mod	HADH2 inh	UbGFP stabilizer	4MU fluor	Fluorescein fluor
COCC(=O)/C=C1\Sc2ccccc2N1C	-8%	-6%	i	i	2%	1%	0.3%	?	0%	?	i
Cc1cccc(-n2c(N)cc(=O)nc2SC(C)C(=O)NC2CCCCC2)c1 (stereo unspecified)	-4%	-4%	i	i	3%	-1%	.	3%	1%	i	i
Cc1ccc2sc(NC(=O)CN3C(=O)CCC3=O)nc2c1C	-17%	8%	.	.	.	-3%	-1.1%	7%	5%	.	.

An excerpt (hit frequency here may not be typical).
